# Compound activity as filed in PubChem BioAssay.
# DT40 TDP1 no CPT: qHTS for Inhibitors of human tyrosyl-DNA phosphodiesterase 1 (TDP1): qHTS in cells in absence of CPT; DT40 Tdp1-/- hTDP1 cells, no CPT, ATP luminescence, 48 h; hit rate 15% among 420,000; AID 686978, 2013; Potency, µM (highest dose often 46.2 µM), without a hit: at the highest dose activity change, negative = growth inhibition, hits mostly inhibitors; also: nearly all actives have a fitted effect of over 55% in size
#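 Camptothecin absent (DMSO only). Human TDP1-complemented DT40 knockout cells, 400 cells/well, 37 °C for minimum 48 hr; ATP measured via CellTiter-Glo, 30 min dark incubation, luminescence.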
# GCN5L2 inh: inhibitors of human GCN5L2 histone acetyltransferase; Q92830; hit rate 0.21% among 390,000; GCN5L2 HAT assay, ThioGlo1 CoA-SH fluorescence; AID 504327; Potency, µM (titrated, usually from 58.9 µM), for the others: at the highest dose activity change, negative = inhibition, actives largely listed as inhibitors
# Target sequence (Q92830 whole entry, looked up): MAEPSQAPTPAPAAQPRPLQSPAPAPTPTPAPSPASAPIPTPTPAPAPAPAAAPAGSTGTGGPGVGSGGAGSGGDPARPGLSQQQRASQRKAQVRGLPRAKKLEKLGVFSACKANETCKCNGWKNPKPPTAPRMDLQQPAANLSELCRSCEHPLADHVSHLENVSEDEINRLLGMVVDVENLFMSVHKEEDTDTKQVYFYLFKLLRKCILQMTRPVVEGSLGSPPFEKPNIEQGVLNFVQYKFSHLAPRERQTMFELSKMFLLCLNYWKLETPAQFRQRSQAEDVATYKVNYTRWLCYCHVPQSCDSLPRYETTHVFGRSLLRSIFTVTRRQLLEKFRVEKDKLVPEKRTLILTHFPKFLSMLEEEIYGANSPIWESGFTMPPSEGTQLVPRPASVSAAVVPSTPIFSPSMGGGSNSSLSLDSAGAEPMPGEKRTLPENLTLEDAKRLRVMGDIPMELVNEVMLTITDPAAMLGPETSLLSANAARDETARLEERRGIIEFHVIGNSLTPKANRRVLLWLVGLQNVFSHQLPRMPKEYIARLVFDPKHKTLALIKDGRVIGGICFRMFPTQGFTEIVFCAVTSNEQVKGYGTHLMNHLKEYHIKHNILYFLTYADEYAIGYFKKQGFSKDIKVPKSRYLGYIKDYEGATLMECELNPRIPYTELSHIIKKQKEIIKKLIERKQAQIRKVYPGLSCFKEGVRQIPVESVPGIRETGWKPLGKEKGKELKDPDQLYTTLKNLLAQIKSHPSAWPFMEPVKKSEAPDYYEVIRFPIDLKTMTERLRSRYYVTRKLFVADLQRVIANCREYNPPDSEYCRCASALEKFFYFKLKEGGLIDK
#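 ThioGlo1-coupled HAT assay: 20nM GCN5L2, 70uM acetyl-CoA, 75uM H3(1-25) peptide, pH 7.5. Fluorescence read at 340/540nm at start and after 20 min at room temperature.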
# DT40 TDP1 CPT: DT40-hTDP1 cell growth loss with CPT; hit rate 12% among 420,000; AID 686979; Potency, µM (highest dose often 46.2 µM), for inactives: at the highest dose activity change, negative = growth inhibition, hits mostly inhibitors; chicken DT40 Tdp1-/-;hTDP1 cells + 20 nM CPT, ATP luminescence, 48 h; also: nearly all actives have a fitted effect of over 55% in size
#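 Cell growth measured by CellTiter-Glo luminescence after a minimum 48 h, 37 C compound exposure with 20 nM CPT in Tdp1-knockout DT40 cells stably expressing hTDP1, seeded 400/well; qHTS titration format.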
# The depositor's hits bear a star; ? = inconclusive; nt = not tested or not shown; & = joins results of further samples; [ ] = remark or other dose. Calls follow the shape of the dose curve; as a rule, active = well fitted curve in the direction sought with a large enough effect; inconclusive = small, poorly fitted or top-dose-only effect, or another doubt; inactive = no such curve, though single readings can be large; an effect the other way counts as inactive or inconclusive. % is scaled to controls: 0 for no effect and ±100 for the full control effect; potency is read from the fitted curve at half-maximal effect.
SMILES,DT40 TDP1 no CPT,GCN5L2 inh,DT40 TDP1 CPT
CCOC(=O)N1CCC2(CC1)C(C(=O)C13CC4CC(CC(C4)C1)C3)C2(C#N)C#N (centres undefined),?,-2%,?
COc1ccccc1CNc1ncncc1-c1cccc(NS(C)(=O)=O)c1,20%,-6%,-1%
CC(OC(=O)c1cccc(S(=O)(=O)N2CCCCC2)c1)C(=O)NC1CCCCC1C (centres undefined),-6%,-27%,3%
O=C(C=C(C(=O)c1ccccc1)c1ccccc1)c1ccccc1,21µM*,nt,23µM*
Cc1ccc(NS(=O)(=O)c2cccc3cccnc23)cc1Cl,?,-9%,-26%
CC1=C(C(=O)Nc2ccccc2)C(c2ccccc2)N2C(=O)CSC2=N1 (centres undefined),-12%,-3%,?
Cc1ccc(C)c(NC(=O)C(=O)NCCCN2CCOCC2)c1,9%&3%,0%&3%,8%&3%
COc1ccccc1NC(=O)CC(=O)CSc1nnc(-c2ccc(C)cc2)n1C,-22%,1%,-6%
CCCOc1ccc(-c2nn(-c3ccccc3)cc2C2NC(=O)NC(C)=C2C(=O)OC)cc1C (centres undefined),?,-7%,?
CCN(CC)S(=O)(=O)c1ccc(O)c(C(=O)OCC(=O)N2CCCC2)c1,-6%,-3%,5%
CC(C)Cn1c(CN(C)Cc2ccccc2)nc2c1c(=O)n(C)c(=O)n2C,7.3µM*,-21%,6.5µM*
Cc1ccc2oc(-c3ccccc3)c(O)c(=O)c2c1,?,nt,?
Cc1ccc2cc(CN(CC(C)C)S(=O)(=O)c3cccc4nonc34)c(=O)[nH]c2c1,-14%,-9%,-29%
COc1ccc(C(CC(=O)Nc2ccc(C(C)=O)cc2)N2Cc3ccccc3C2=O)cc1 (centres undefined),-4%,-9%,-9%
CCN1C[C@@H]2[C@@H]3C(=O)N(Cc4ccccc4)C(=O)[C@@H]3[C@](CC)(C(=O)OC)N2C1=NC1CCCCC1,?,-6%,-19%
Cc1ccc(NC(=O)COC(=O)c2ccccc2Cl)cc1S(=O)(=O)N(C)C,-22%,-2%,-20%
CC(C)N(C)c1ncnc2c1ncn2[C@H]1CN(Cc2ccc(Cl)cc2)C[C@@H](CO)O1,?,nt,?
COc1ccc(-c2ocnc2C(=O)Nc2ccc3c(c2)CCC3)cc1,-23%,-1%,-19%
CCCNC(=O)c1csc2c1CCCCC2,?,-13%,?
Cc1occc1C(=O)N/N=C/c1sc(N2CCOCC2)nc1-c1ccccc1,1%,-10%,11%
CCCOc1ccc(N2C(=O)CC(SC(=NC)Nc3ccc(F)cc3)C2=O)cc1 (centres undefined),?,0%,-20%
CSCCC(NC(=O)C1CCC(C)CC1)C(=O)NCCN1CCOCC1 (centres undefined),-7%,-14%,-15%
Cc1ccccc1OCC(=O)NNC(=O)Nc1ccccc1,-4%,-7%,22%
C/C(=N\NC(=O)c1c(Br)c(C)nn1C)c1cccc(NC(=O)C2CCC2)c1,?,-16%,-30%
O=S(=O)(Nc1ccc(N2CCCCC2)cc1)c1cccc2cccnc12,?,-1%,?
# Going on with the list.
SMILES,DT40 TDP1 no CPT,GCN5L2 inh,DT40 TDP1 CPT
O=C(N/N=C/c1cccc([N+](=O)[O-])c1)c1ccc2nc[nH]c2c1,-10%,-3%[0.501 µM],-6%
Cc1cccc(N(Cc2ccccc2)C(=O)CCl)c1,?,3%,2.3µM*
Cc1cccc(N2CC(C)Cn3c2nc2c3c(=O)n(CC(=O)OCc3ccccc3)c(=O)n2C)c1 (centres undefined),13µM*,-8%,23µM*
Cc1cccc2c1-c1sc(C(=O)N3CCN(c4ccc(F)cc4)CC3)cc1CO2,3%,-11%,3%
COc1ccc(CN2C[C@@H](CO)O[C@@H](n3cnc4c(N5CCN(CCO)CC5)ncnc43)C2)cc1,-24%,nt,?
CCc1cccc(C)c1NC(=O)C(CC)n1nc(C)c2c(C)n(-c3ccccc3)nc2c1=O (centres undefined),-23%,-8%,-21%
Cc1nc2ccccc2n1C(=O)c1ccc(Cl)cc1[N+](=O)[O-],9%,4%,-16%
CCNC(=O)C1(C)CCCN1C(=O)c1cc(OC)c(OC)c(OC)c1 (centres undefined),2%,nt,-1%
CCS(=O)(=O)c1ccc2oc(SCC(=O)NCCC3=CCCCC3)nc2c1,-7%,0%,8%
CCOC(=O)C1CCN(C(=O)c2cc3ccc(OC)cc3[nH]2)CC1,?,-2%,-7%
Cc1cc(S(=O)(=O)N2CCOCC2)ccc1NC(=O)c1ccc(F)cc1,-16%,-8%,-16%
CCOC(=O)C(N)CSC1CC(=O)N(CCc2ccccc2)C1=O (centres undefined),25%,-13%,-17%
CCCCCOc1ccc(/C(C)=N/NC2=NCCN2)cc1,?,-20%,?
N=c1nc(SCCC(=O)O)ss1,2%,2%,7%
OCC[C@H]1C[C@H](O)[C@@H](O)[C@@]2(CCCc3ccccc3O2)O1,-8%,-3%,14%
COc1ccc(CNS(=O)(=O)CCNCCc2ccccc2)cc1,?,nt,2%
O=C(COC(=O)C1=COCCO1)NCc1ccc(Cl)cc1Cl,-9%,nt,0%
COCCNC(=S)N1CCC(C(=O)c2ccc(F)cc2)CC1,?,nt,-5%
O=C(CCNC(=O)c1ccccc1Cl)NN1C(=O)NC2(CCCCC2)C1=O,14%,-3%,3%
COc1ccc(C2(C(=O)Nc3ccc(C(=O)N4CCOCC4)cc3)CCOCC2)cc1,0%,-8%,2%
CCOC(=O)c1ccc(NC(=S)NCCc2ccc(F)cc2)cc1,?,-5%,?
Cc1cc(C)nc(NC(=O)Nc2ccc(F)cc2F)n1,21%,-7%,2%
Cn1c(=O)c2c([nH]c(OCc3ccc(Cl)cc3Cl)[n+]2Cc2ccc(F)cc2)n(C)c1=O,?,3%,?
Cc1noc(NS(=O)(=O)c2ccc(NC(=O)c3ccc(N4C(=O)c5ccccc5C4=O)cc3)cc2)c1C,-14%,-21%,3%
COc1ccc(-c2cn3nc(N4CCCC(C(=O)Nc5cccc(OC)c5)C4)sc3n2)cc1 (centres undefined),23µM*,0%,21µM*

# Next part (3 carried over from the part before).
SMILES,DT40 TDP1 no CPT,GCN5L2 inh,DT40 TDP1 CPT
Cn1c(=O)c2c([nH]c(OCc3ccc(Cl)cc3Cl)[n+]2Cc2ccc(F)cc2)n(C)c1=O,?,3%,?
Cc1noc(NS(=O)(=O)c2ccc(NC(=O)c3ccc(N4C(=O)c5ccccc5C4=O)cc3)cc2)c1C,-14%,-21%,3%
COc1ccc(-c2cn3nc(N4CCCC(C(=O)Nc5cccc(OC)c5)C4)sc3n2)cc1 (centres undefined),23µM*,0%,21µM*
O=C(O)C1CSC2(c3ccc4c(c3)OCCO4)CCC(=O)N12 (centres undefined),-3%,-10%,-2%
O=[N+]([O-])c1ccc(NNC(=S)Nc2ccc(F)cc2)cc1,3.3µM*,-1%,4.6µM*
CCN(c1cccc(C)c1)S(=O)(=O)c1nnc(NC(=O)C2CCCCC2)s1,?,-6%,?
Cc1cc(-c2cccs2)c(C#N)c(=S)[nH]1,-7%,-6%,-25%
CCCCN(C)CC(O)Cn1cc(/C=C/C(=O)c2ccc(Br)cc2)c2ccccc21 (centres undefined),5.2µM*,-10%,6.5µM*
CCCCCC(=O)N/N=C/c1ccco1,14%,3%,-1%
Cc1nc2cc(-c3ccc(Cl)cc3)nn2c(C)c1CCC(=O)NCc1ccco1,?,-1%,?
CCC1CN(C(=O)N2CCC(C(=O)Nc3cc(C)ccc3C)CC2)c2ccccc2O1 (centres undefined),13µM*,-26%,13µM*
CCOC(=O)c1cncc(C#CCO)c1,0%,2%,2%
Cc1ccc2c(c1)sc(=NC(=O)C1CC1)n2C,?,-3%,?
CC(=O)N1CCC(N(CCN2CCOCC2)C(=S)Nc2cccc(C)c2C)CC1,-35%,10%,3%
CCOC(=O)C1CCCN(C(=O)c2cc(-c3ccc(F)cc3)nc3ccccc23)C1 (centres undefined),15µM*,-6%,?
CNc1csc(C)c(C)c1=O,-4%,39%[activator],-14%
CC(N)c1csc(Nc2ccc(C(=O)NCCCO)cn2)n1 (centres undefined),-11%,nt,-14%
CC1(C)CC(=O)C=C(Nc2ccc(S(N)(=O)=O)cc2)C1,-8%,-3%,-1%
O=C(CCNC(=O)c1ccccc1)Nc1cccnc1,?,-2%,?
CCC(C)(C)NC(=O)C(c1cccn1C)N(C(=O)Cn1nnc2ccccc21)c1ccc(F)cc1 (centres undefined),5%,-3%,2%
COc1ccc(C(=O)C[C@@H]2OC[C@H](Cc3ccccc3)N2S(=O)(=O)c2ccc(C)cc2)cc1OC,?,nt,?
Cc1ccccc1C(=O)Nc1ccc2nc(Nc3cccc(C(F)(F)F)c3)cc(C)c2c1,18µM*,-14%,21µM*
COc1cc(/C=N/OCC(=O)Nc2cc(C)on2)ccc1OCc1ccccc1,-25%,-6%,?
O=C(O)CCCC(=O)NCCCCc1ccccc1,1%,2%,-7%
COc1ccccc1CNc1nc(-c2ccco2)nn1C(=O)c1ccccc1[N+](=O)[O-],?,-14%,?
Cc1ccc(S(=O)(=O)N2CCN(C(=O)C(C)Cn3cncn3)CC2)cc1 (centres undefined),1%,-9%,8%
COC(=O)CSc1nc(C(C)C)nc2ccccc12,-26%,-2%,1%
O=C(Cn1c(-c2ccc(Cl)cc2)noc1=O)N1CCN(c2ccccc2F)CC1,?,0%,?

# 3 entries already listed, sorted by SMILES length, rising:
SMILES,DT40 TDP1 no CPT,GCN5L2 inh,DT40 TDP1 CPT
CCCCCC(=O)N/N=C/c1ccco1,14%,3%,-1%
COC(=O)CSc1nc(C(C)C)nc2ccccc12,-26%,-2%,1%
Cc1cc(-c2cccs2)c(C#N)c(=S)[nH]1,-7%,-6%,-25%

# The list continues.
SMILES,DT40 TDP1 no CPT,GCN5L2 inh,DT40 TDP1 CPT
CC(C)(C)C(=O)Nc1ccc(N2CCN(S(C)(=O)=O)CC2)cc1,-9%,-1%,-7%
O=C(NCC(O)c1nc2ccccc2[nH]1)c1ccc(Br)cc1 (centres undefined),-3%,nt,-12%
COC(=O)[C@H]1[C@H]2C[C@@H]3c4[nH]c5cc(OC)ccc5c4CCN3C[C@H]2C[C@H](OC)[C@@H]1OC,?,nt,?
O=C1c2ccccc2NC(c2ccccc2Br)N1CCCN1CCOCC1 (centres undefined),?,-4%,7%
CC1C(=O)c2ccccc2CC1C(=O)O (centres undefined),-10%,nt,10%
Cc1cccc(NC(=S)NCc2ccncc2)c1C,-7%,-8%,30%
COc1cc(/C=N/n2c(COc3ccccc3)n[nH]c2=S)cc(OC)c1OC(C)=O,?,-4%,-6%
CC[C@H](C)[C@H](NC(N)=O)C(=O)Nc1ccccc1F,-14%,-5%,-1%
CC(C)C[C@H]1CNC(=S)N1CC1CCN(CCCC2CCCCC2)CC1,?,nt,18µM*
Cc1cc(OCC(=O)NCc2nc(-c3ccccc3)no2)c(C)cc1Br,-30%,-1%,-1%
CC(=O)Nc1cc(-c2cccc(C(=O)N(C)C)c2)cn2c(-c3cccc(C(=O)N(C)C)c3)cnc12,?,nt,?
COc1ccc2c(COC(=O)CNC(=O)C34CC5CC(CC(C5)C3)C4)cc(=O)oc2c1,?,-10%,-8%
CN(C(=O)c1ccc2c(=O)n3c(nc2c1)CCCCC3)c1ccccc1,5%,0%,1%
COc1ccc(CNC(=O)CN(C(=O)c2snc(C(N)=O)c2N)c2ccc(OC)c(OC)c2)cc1,-8%,-7%,0%
COc1ccccc1-n1c(SCC(=O)N2CCCCC2)nnc1-c1ccccc1O,?,-3%,?
CC(C(=O)NCCS(=O)(=O)c1ccc(Cl)cc1)S(=O)(=O)c1ccccc1 (centres undefined),?,-12%,2%
C[C@@H]1CN([C@H](C)CO)C(=O)c2cc(Br)cnc2O[C@H]1CN(C)C(=O)Cc1ccccc1,-2%,nt,7%
O=C(CCNC(=O)c1ccccc1Cl)Nc1cccc(S(=O)(=O)N2CCOCC2)c1,4%,-1%,-13%
O=C1CC(c2ccccc2)n2nc(NS(=O)(=O)c3ccccc3)nc2N1 (centres undefined),-3%,-2%,-2%
CC(=O)Nc1ccc(C(=O)Nc2nc(-c3cc(C)n(Cc4ccccc4)c3C)cs2)cc1,15µM*,-2%,?
COc1ccc(C(=O)COC(=O)COc2cccc3c2OC(C)(C)C3)c(OC)c1,-18%,0%,-8%
COc1ccc(-c2cc(NCc3ccc(C)cc3)n3cnnc3n2)cc1,13µM*,-7%,15µM*
COc1ccc(N2CCN(C(=O)c3ccc(Cn4nc(C)c([N+](=O)[O-])c4C)o3)CC2)cc1,13µM*,-4%,?

# Four entries picked at random from the list so far, as already listed:
SMILES,DT40 TDP1 no CPT,GCN5L2 inh,DT40 TDP1 CPT
Cc1cccc(NC(=S)NCc2ccncc2)c1C,-7%,-8%,30%
CC(C)(C)C(=O)Nc1ccc(N2CCN(S(C)(=O)=O)CC2)cc1,-9%,-1%,-7%
O=C(CCNC(=O)c1ccccc1Cl)Nc1cccc(S(=O)(=O)N2CCOCC2)c1,4%,-1%,-13%
CC(C(=O)NCCS(=O)(=O)c1ccc(Cl)cc1)S(=O)(=O)c1ccccc1 (centres undefined),?,-12%,2%
